From PubChem
RXFP1 antag – RXFP1 (human) relaxin receptor antagonism; activity change, negative = inhibition, % at 57.5 µM; actives 0.59% (n = 350,000); HEK293-RXFP1, relaxin-stimulated cAMP HTRF, 30 min; active compounds read low; AID 1259400;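 active = activity change of -60% or lower, but not beyond a set lower limit; inconclusive = change between -60% and -40%, or beyond the set limit; inactive = change above -40%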; note: % is set by controls: 0 for no effect and ±100 for the full control effect
POLH inh – inhibitors of human DNA polymerase eta; Q9Y253; recombinant Pol eta, fluorescent DNA replication assay; Potency, µM (titrated, usually from 114 µM), inactives show at the highest dose activity change, negative = inhibition, actives largely listed as inhibitors; actives 1.2% (n = 390,000); AID 588591; note: potency is the fitted concentration of half-maximal effect; % is set by controls: 0 for no effect and ±100 for the full control effect
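Fluorescent replication assay: 50 nM final substrate added after a 15 min room-temperature compound preincubation with 10 nM enzyme. Signal taken at 0 min and again at 10 min.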
Pol kappa inh – inhibitors of human DNA polymerase kappa. purified Pol kappa, fluorescent DNA synthesis assay, 10 min. Potency, µM (top dose mostly 107 µM), without a hit: at the highest dose activity, negative = inhibition, most hits filed as inhibitors. actives 0.53% (n = 400,000); note: potency is the fitted concentration of half-maximal effect; % is set by controls: 0 for no effect and ±100 for the full control effect
Target sequence (Q9UBT6 whole entry, looked up): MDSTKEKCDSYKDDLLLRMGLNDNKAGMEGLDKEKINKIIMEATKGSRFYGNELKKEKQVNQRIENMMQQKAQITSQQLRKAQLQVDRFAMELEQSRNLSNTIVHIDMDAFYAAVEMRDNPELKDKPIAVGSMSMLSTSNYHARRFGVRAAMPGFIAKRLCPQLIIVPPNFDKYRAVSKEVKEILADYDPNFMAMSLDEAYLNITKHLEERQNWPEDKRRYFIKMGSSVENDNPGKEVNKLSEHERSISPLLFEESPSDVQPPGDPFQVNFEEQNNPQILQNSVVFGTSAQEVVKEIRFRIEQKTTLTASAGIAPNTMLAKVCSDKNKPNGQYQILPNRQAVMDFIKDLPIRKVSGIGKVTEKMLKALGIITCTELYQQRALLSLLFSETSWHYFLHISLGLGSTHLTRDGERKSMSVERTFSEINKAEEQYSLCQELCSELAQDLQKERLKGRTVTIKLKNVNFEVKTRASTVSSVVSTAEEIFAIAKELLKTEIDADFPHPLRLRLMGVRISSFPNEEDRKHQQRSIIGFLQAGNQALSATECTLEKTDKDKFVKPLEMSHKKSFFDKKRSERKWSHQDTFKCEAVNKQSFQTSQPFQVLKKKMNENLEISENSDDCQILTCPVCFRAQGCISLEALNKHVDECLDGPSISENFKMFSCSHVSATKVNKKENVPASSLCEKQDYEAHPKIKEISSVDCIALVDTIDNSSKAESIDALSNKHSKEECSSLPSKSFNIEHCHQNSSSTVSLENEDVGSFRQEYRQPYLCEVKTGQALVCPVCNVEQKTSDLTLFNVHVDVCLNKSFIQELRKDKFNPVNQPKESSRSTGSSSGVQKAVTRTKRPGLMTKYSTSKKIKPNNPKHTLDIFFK
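Readout: fluorescence, taken kinetically at 0 and 10 min. Conditions: 10 nM Pol kappa, 15 min RT compound preincubation, 50 nM substrate final. Controls: enzyme-free buffer wells.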
Pol beta inh – blocks human DNA polymerase beta activity. P06746. Pol beta primer extension/strand displacement, fluorescence kinetic. Potency, µM (doses to about 114 µM), inactives show at the highest dose activity change, negative = inhibition, actives largely listed as inhibitors. actives 1.3% (n = 340,000). AID 485314; note: potency is the fitted concentration of half-maximal effect; % is set by controls: 0 for no effect and ±100 for the full control effect
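Pol beta (10 nM) was preincubated with compound for 15 min at room temperature. The reaction was then started with 50 nM substrate and read immediately and after a further 10 min at room temperature.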
Tb PGK inh – inhibitors of T. brucei phosphoglycerate kinase; P07378; PGK/GAPDH coupled, Kinase-Glo luminescence, 60 min; Potency, µM (series often up to 57.5 µM), for the others: at the highest dose activity change, negative = inhibition, actives largely listed as inhibitors; actives 0.043% (n = 380,000); note: potency is the fitted concentration of half-maximal effect; % is set by controls: 0 for no effect and ±100 for the full control effect; nearly all actives have a fitted effect of over 60% in size
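Luminescent ATP detection (Kinase-Glo Plus) follows a 60-minute room-temperature incubation, with wells lacking PGK as controls. Buffer: 100 mM TEA (pH 7.6), 5 mM MgCl2, 0.01% Tween-20. Coupling enzyme GAPDH (100 nM final) supplies unstable 1,3-BPG in-well.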
POLI inh – blocks human DNA polymerase iota activity. actives 1% (n = 390,000). AID 588590. Potency, µM (titrated, usually from 115 µM), for the others: at the highest dose activity, negative = inhibition, hits mostly inhibitors. Pol iota fluorescent replication assay, 10 min; note: potency is the fitted concentration of half-maximal effect
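Pol iota at 10 nM preincubated 15 min with compounds at room temperature; reaction started with fluorescent substrate, 50 nM final. Fluorescence read kinetically at 0 and 10 min; buffer-only wells as negative control.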
Anesthetic bind – binds horse apoferritin like a general anesthetic; P02791; apoferritin/1-aminoanthracene competitive binding, fluorescence; Potency, µM (highest dose often 77.5 µM), inactives show at the top dose activity change, negative = displacement, actives largely listed as inhibitors; actives 0.074% (n = 350,000); AID 485281; note: potency is the fitted concentration of half-maximal effect; % is set by controls: 0 for no effect and ±100 for the full control effect; nearly all actives have a fitted effect of over 20% in size
Target sequence (P02791 2-175 limits assumed): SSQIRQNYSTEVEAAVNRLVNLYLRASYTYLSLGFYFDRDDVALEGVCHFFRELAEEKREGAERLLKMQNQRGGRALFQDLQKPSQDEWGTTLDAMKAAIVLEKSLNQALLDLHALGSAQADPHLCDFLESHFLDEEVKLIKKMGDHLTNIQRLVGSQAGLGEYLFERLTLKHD
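Horse-spleen apoferritin (10 uM) in 50% saturated 1-aminoanthracene in PBS was incubated 10 min at room temperature with compound. Fluorescence (ex 380, em 535 nm) was normalized to free and bound 1-AMA, with concentration-response fitted by a four-parameter Hill equation.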
BLM inh – inhibitors of human Bloom syndrome helicase BLM | recombinant BLM DNA unwinding, fluorescence dequenching | Potency, µM (top dose mostly 56.1 µM), without a hit: at the top dose activity change, negative = inhibition, usual class: inhibitors | actives 0.2% (n = 350,000) | AID 2528;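 note: potency is the fitted concentration of half-maximal effect; plate controls were vehicle for no effect and no enzyme for full effect; nearly all actives have a fitted effect of over 35% in size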
APEX1 inh – blocks human APE1 abasic DNA cleavage | recombinant APE1, TAMRA/BHQ-2 abasic DNA cleavage fluorescence | Potency, µM (series often up to 65.8 µM), for the others: at the highest dose activity change, negative = inhibition, most hits filed as inhibitors | actives 0.35% (n = 350,000) | AID 2517;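 note: potency is the fitted concentration of half-maximal effect; plate controls were vehicle for no effect and reference inhibitor for full effect; nearly all actives have a fitted effect of over 55% in size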
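Substrate: short duplex with […] THF abasic site, 5'-TAMRA and 3'-BHQ-2, 50 nM final. APE1 at 0.75 nM, preincubated 15 min RT with compound. Fluorescence increase from first to third read measured activity.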
* = called active by the depositor; i = inactive; ? = inconclusive; · = no result given; & = joins results of further samples; [ ] = dose if it differs, or a comment. Unless noted, calls come from the whole dose curve; as a rule, active = well fitted curve in the direction sought with a large enough effect; inconclusive = small, poorly fitted or top-dose-only effect, or another doubt; inactive = no such curve, though single readings can be large; an effect the other way counts as inactive or inconclusive. These rows are one share of the data; count on the stated rates, not on these rows.

SMILES	RXFP1 antag	POLH inh	Pol kappa inh	Pol beta inh	Tb PGK inh	POLI inh	Anesthetic bind	BLM inh	APEX1 inh
N/C(=N\OC(=O)/C=C/c1ccccc1)c1ccccn1	-1	-14%	0%	-12%	?	15%	-9%	-6%	7%
CC1CCCN(S(=O)(=O)c2ccc(NC(=O)Cn3nnc(-c4ccccc4F)n3)cc2)C1 (stereo not drawn)	1	-23%	-18%	7%	5%	4%	1%	-7%	-7%
COc1ccc(-n2c(SCC(=O)N(C)c3ccccc3)nc3c([nH]c4ccccc43)c2=O)cc1OC	9	-6%	6%	33%	-1%	29%	-1%	-13%	-12%
COc1cc(CN2CCCCCC2)cc(OC)c1O	13	0%	-6%	-5%	-9%	-11%	-6%	-7%	43%
C/C(=N\NC(=O)c1c[nH]c2ccccc12)c1ccc(C)s1	-12	-2%	-7%	12%	-8%	17%	7%	-2%	11%
COc1ccc(N2CCN(S(C)(=O)=O)CC2)cc1	12	-14%	-14%	4%	7%	12%	-3%	3%	1%
Cc1nc(NC(=O)c2cccc(-c3cc4ccccc4oc3=O)c2)ccc1Br	8	-7%	-11%	0%	i	167%[activator]	1%	-5%	-3%
O=C(c1cc(Br)ccc1Cl)N1CCN(c2ccccn2)CC1	1	-5%	-12%	4%	-4%	8%	-2%	-2%	1%
Cc1ccc(C)c(CN2CCC(CNC(=O)Cn3ncc4c([nH]c5ccccc54)c3=O)CC2)c1	-3	-9%	-6%	-15%	-10%	18%	0%	3%	·
CCOc1ccc(CN(C)CC(=O)NCc2ccccc2)cc1	-3	-7%	2%	19%	-6%	4%	-2%	-3%	16%
CC1CCCC(NC(=S)NC(=O)c2ccccc2Br)C1C (stereo not drawn)	-7	-13%	-3%	25%	2%	15%	-7%	-12%	5%
CC(=O)c1cccc(OCCN2C(=O)NC(C)(C)C2=O)c1	2	1%	0%	7%	3%	24%	1%	0%	-1%
COc1ccccc1C1N(c2ccc(Cl)cc2)C(=O)C2CCCN21 (stereo not drawn)	-19	-9%	-6%	42%	16%	18%	?	4%	-1%
O=C(CSc1ccc(S(=O)(=O)N2CCOCC2)cn1)Nc1ccc(F)c(F)c1	-1	-7%	-1%	·	0%	22%	·	·	6%
O=C(COC(=O)c1ccc(Cl)nc1)Nc1ccc(Cl)cc1	25	-15%	0%	·	-1%	54%[activator]	·	·	-1%
O=[N+]([O-])c1ccc(-c2nc(Nc3ccc(O)cc3)c3ccccc3n2)cc1	-11	-2%	0%	-28%	-8%	25%	-5%	-7%	28%
C=C(C)CSc1nc2nc(C)cc(C)n2n1	12	-9%	-3%	0%	·	19%	4%	-1%	-1%
COc1ccc(C(CC(=O)Nc2ccc(OC)c(OC)c2)N2Cc3ccccc3C2=O)cc1 (stereo not drawn)	0	4%	-6%[60.1 µM]	4%	1%	8%	-18%	0%	·
COc1ccc(NC(=O)C2CCC(CNS(=O)(=O)c3ccc4c(c3)C(C)(C)C(=O)N4C)CC2)cc1 (stereo not drawn)	-3	-13%	-3%	21%	-5%	?	0%	-7%	·
CCN1CCN(c2ncnc3scc(-c4ccc(OC)cc4)c23)CC1	-7	-7%	3%	-1%	-7%	40%[activator]	-10%	-15%	-2%
Cc1oc(-c2cccs2)nc1CS(=O)CC(=O)NC1CCCCCC1 (stereo not drawn)	-9	-17%	0%	-7%	-7%	?	?	-4%	-1%
O=C(O)CN1CCCCCC1=O	-3	3%	14%	9%	0%	37%[activator]	-1%	-5%	1%
COc1ccc(N2CCN(c3ccc(NC(=O)/C=C\C(=O)O)cc3)CC2)cc1	5	-18%	-9%	0%	-7%	0%	?	-17%	25%
CCn1c(CCn2ccnc2C)n[nH]c1=S	5	-10%	-2%	1%	2%	11%	-7%	2%	-3%
CCN(CC(=O)NCc1ccc(Cl)cc1)C(=O)COc1cccc(Cl)c1	-19	-14%	-9%	·	i	23%	·	·	23%
COc1ccc(-c2cnc(C)o2)cc1S(=O)(=O)Nc1ccc(OC(F)(F)F)cc1	·	-27%	-14%[60.1 µM]	-20%	4%	37%[activator]	-8%	-10%	·
COc1ccc(Nc2c(-c3ccc(C)o3)nc3cc(C)ccn23)cc1	18	-13%	-1%	-1%	-2%	5%	0%	-10%	·
CCOP(=O)(OCC)C(Nc1ccccc1)c1ccco1 (stereo not drawn)	3	0%	-9%	5%	-3%	-8%	-4%	-1%	6%
Cc1cc(=O)oc2cc(NC(=O)c3cc4ccccc4o3)ccc12	·	·	·	-1%	·	·	-10%	-2%	-1%
CCCNc1nc(Cl)nc(NC(C)(C)C)n1	-16	-7%	-5%	81%	1%	95%[activator]	-8%	-4%	1%
CC(=O)NCC(=O)OCN1C(=O)c2ccccc2C1=O	-10	-14%	-2%	3%	i	-14%	-11%	0%	5%
Cc1cccc(NC(=O)Cn2c(=O)n(Cc3ccco3)c(=N)c3c4c(sc32)COC(C)(C)C4)c1	-6	-11%	-11%	5%	-2%	-23%	?	-6%	-3%
CCOC(=O)c1c(NC(C)=O)c2c3c(sc2n1Cc1c(C)cc(C)cc1C)CCCC3	-73*	·	-2%	-9%	·	56%[activator]	-6%	-4%	·
COc1cc(/C=C2/NC(=O)NC2=O)cc(Br)c1OCc1ccccc1	-25	-16%	2%	1%	-2%	25%	-10%	-2%	-7%
Cc1cc(C)nc(N(C#N)Cc2cccc(Cl)c2)n1	-3	-8%	-14%	4%	5%	16%	-16%	-3%	1%
CCOC(=O)c1c(C)oc2nc(C)nc(N3CCN(c4ccc(OC)cc4)CC3)c12	-4	?	-12%	-16%	i	1%	-9%	0%	·
O=C(N/N=C/c1cc([N+](=O)[O-])ccc1Cl)c1cnccn1	2	-7%	4%	41%	-7%	-6%	-2%	-2%	-2%
COc1ccccc1NC(=O)c1sc2ncn(Cc3cccc4ccccc34)c(=O)c2c1C	0	-2%	0%	9%	-7%	12%	0%	-19%	4%
Cc1snc(SCC(=O)c2ccc([N+](=O)[O-])cc2)c1C#N	-16	0%	-9%	-7%	0%	66%[activator]	-17%	-10%	-8%
COC(=O)C1=C(N)Oc2cc(C)n(Cc3cccnc3)c(=O)c2C1c1cc(OC)ccc1OC (stereo not drawn)	-3	-5%	-19%	3%	0%	1%	-2%	0%	5%

5 entries picked at random from the list so far:
SMILES	RXFP1 antag	POLH inh	Pol kappa inh	Pol beta inh	Tb PGK inh	POLI inh	Anesthetic bind	BLM inh	APEX1 inh
COC(=O)C1=C(N)Oc2cc(C)n(Cc3cccnc3)c(=O)c2C1c1cc(OC)ccc1OC (stereo not drawn)	-3	-5%	-19%	3%	0%	1%	-2%	0%	5%
COc1cc(/C=C2/NC(=O)NC2=O)cc(Br)c1OCc1ccccc1	-25	-16%	2%	1%	-2%	25%	-10%	-2%	-7%
Cc1cc(C)nc(N(C#N)Cc2cccc(Cl)c2)n1	-3	-8%	-14%	4%	5%	16%	-16%	-3%	1%
Cc1snc(SCC(=O)c2ccc([N+](=O)[O-])cc2)c1C#N	-16	0%	-9%	-7%	0%	66%[activator]	-17%	-10%	-8%
Cc1cccc(NC(=O)Cn2c(=O)n(Cc3ccco3)c(=N)c3c4c(sc32)COC(C)(C)C4)c1	-6	-11%	-11%	5%	-2%	-23%	?	-6%	-3%

Later entries
SMILES	RXFP1 antag	POLH inh	Pol kappa inh	Pol beta inh	Tb PGK inh	POLI inh	Anesthetic bind	BLM inh	APEX1 inh
CCN(CC(=O)Nc1ccc(C(=O)OC)cc1)C1CCCCC1	1	-23%	-4%	6%	-8%	15%	-4%	-5%	-7%
COc1ccc(S(=O)(=O)N(C)CC(=O)NCc2ccc3c(c2)OCO3)cc1	11	-11%	9%	0%	-8%	-1%	-2%	1%	58%[activator][12.4 µM]
CC(C)CCNC(=O)CSc1c2c(nc3ccc(Cl)cc13)CCCC2	-2	-6%	-24%	3%	-6%	31%[activator]	-16%	-3%	·
Cc1nn(CC(=O)Nc2ccc3c(c2)nc(CN2CCCCC2)n3C)c(=O)c2ccccc12	0	-16%	-6%	21%	2%	-4%	9%	3%	-4%
CCN(CC)C(=O)CSc1nnc(CSc2ncccn2)n1C	6	?	9%	-23%	-4%	17%	-1%	-4%	2%
CCOc1ccc(CCNC(=O)CS(=O)Cc2nc(-c3ccc(C)cc3)oc2C)cc1OCC (stereo not drawn)	4&-7	-16%&-17%	0%&1%	-15%&27%	i	-15%&44%	-7%&-7%	1%&-3%	5%
CCN(c1ccccc1)S(=O)(=O)c1ccc(NC(=O)c2cc(=O)c3c(C)cc(C)cc3o2)cc1	11	-17%	14%	16%	-8%	20%	0%	-1%	·
COCCCNC(=O)[C@H](Cc1c[nH]c2ccccc12)NC(=O)OCc1ccccc1	-1	-2%	-14%	4%	-3%	-1%	1%	-4%	5%
N=c1c(S(=O)(=O)c2ccccc2)cc2c(=O)n3ccccc3nc2n1CC1CCCO1 (stereo not drawn)	-4	-10%	3%	13%	i	?	29%	0%	-1%
O=C(O)CSc1nnc(COc2ccc([N+](=O)[O-])cc2)n1-c1ccccc1	18	1%	-9%	14%	3%	120%[activator]	-7%	-3%	-1%
COc1cc(NC(=O)c2cccc(C)c2)ccc1NC(=O)c1cc2ccccc2o1	5	-8%	-2%	3%	i	4%	53%[activator]	2%	25%
CCn1c(SCC(=O)NC(=O)NC(C)(C)C)nc2ccccc21	1	-8%	-5%	-21%	5%	49%[activator]	-15%	-1%	-7%
O=C(NCC1CCCO1)c1ccc2c(=O)n(CCc3ccccc3)c(=O)[nH]c2c1 (stereo not drawn)	-17	18%	-3%	26%	-9%	2%	-8%	-1%	2%
O=S1(=O)CCC(NS(=O)(=O)c2cccc3cccnc23)C1 (stereo not drawn)	-11	8%	-14%	-1%	-8%	9%	3%	-1%	-3%
O=C(Oc1ccc2c3c(c(=O)oc2c1)CCC3)c1ccco1	-24	2%	-5%[60.1 µM]	4%	-8%	-25%	5%	2%	-3%
CSc1ccc(S(=O)(=O)NCC(=O)OCC(=O)N(Cc2ccccc2)C(C)C)cc1[N+](=O)[O-]	2	-4%	-13%	·	5%	4%	·	·	-14%
